Source: PubChem
C2C12 statin = suppression of simvastatin myotoxicity. C2C12 myotubes + simvastatin, ATP luminescence, 48 h; scaled: DMSO 0, geranylgeraniol control 100. rescue of ATP level, % at 7.49 µM. 330,000 compounds, 0.78% hits;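 active means mean ATP rescue above about 67%, or every replicate alone reaching that limit, limit read from the data, passing the limit was not always enough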;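 further: myotubes were challenged with 10 µM simvastatin during compound exposure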
Cneo AK release = causes C. neoformans cell lysis. adenylate kinase release luminescence, 4 h; normalised: neutral wells 0, clomiphene wells 100. lysis activity, % at 15 µM. 360,000 compounds, 0.2% hits. AID 651654;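 active means mean lysis activity across replicates of at least 80%, whatever share of replicates individually reach that level; inactive means mean lysis activity below 80%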
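Test system: log-phase Cryptococcus neoformans yeast cells. Input: 5 × 10^6 yeast cells/mL. Medium: fresh YPD growth medium. Doses: single dose. Incubation: static 4 h at 37 °C with compound, 1 h detection. Measured by: luminescent adenylate kinase detection reagent. Read-out: signal increase indicating cell lysis. Benchmarks: Clomiphene.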
PGC1a acetyl inh = modulators of PGC1a acetylation | U2OS PGC1a acetylation, AlphaScreen anti-acetyl-lysine; with virally co-expressed GCN5 acetyltransferase | inhibition, % at 15.6 µM | 350,000 compounds, 0.17% hits;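 active means every replicate shows inhibition of at least 40%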;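 further: 0% = neutral control wells and 100% = positive control wells; some results beyond the cut were filed as inactive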
Xi reactivation = X-chromosome reactivation activator. AID 743238. XiGFP mouse fibroblasts, % GFP-positive cells imaging, 3 d; cells co-treated with 5-aza-dC sensitizer; scaled so ellipticine positive control = 100%. 360,000 compounds, 0.055% hits. activation, % at 7.58 µM;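 active means mean normalized replicate activation at least 10% and every replicate at or above 10%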;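 further: 0% = median of on-plate neutral control wells and 100% = ellipticine 6 µM median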
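Material: XiGFP fibroblasts, SV40-immortalized. Buffer or medium: DMEM plus 5-aza-dC sensitizer. Compound: single concentration per compound, delivered by pin transfer. Times: 3 days compound exposure. Controls: ellipticine 6 µM.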
S100A4 MyoIIA = blocks human S100A4 binding to myosin IIA peptide | S100A4/TAMRA-MyoIIA peptide fluorescence polarization | P26447 | inhibition, % at 10.7 µM | AID 652163 | 360,000 compounds, 0.14% hits;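 active means mean inhibition of at least 70% across replicates, with every replicate also reaching that level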
Target sequence (P26447 whole entry, looked up): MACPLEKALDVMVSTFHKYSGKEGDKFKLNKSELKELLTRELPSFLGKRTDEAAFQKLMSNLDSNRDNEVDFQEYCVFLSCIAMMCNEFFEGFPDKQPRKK
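Test system: S100A4 monomer protein. Medium: HEPES buffer with Ca2+, pH 7.2. Reagent: fluorescent myosin IIA peptide, 5 nM. Compound dosing: single-point compound testing. Timing: 5 min between mix addition and reading. Benchmarks: DMSO neutral and TFP positive wells.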
ERAP1 inh = ERAP1 (human) enzyme inhibition | Q9NZ08 | recombinant ERAP1, Leu-AMC fluorescence, 60 min | inhibition, % at 10.7 µM | 340,000 compounds, 0.15% hits | AID 652197;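 active means mean replicate inhibition of at least 30%, or all replicates individually reaching that 30% level; inactive means mean below 30% and not every replicate reaching it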;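 further: 0% = neutral control wells and 100% = L-leucinethiol positive control wells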
LGR2 inh = Drosophila LGR2 receptor signaling inhibition; inhibition, % at 9.99 µM; 380,000 compounds, 0.35% hits; HEK293 LGR2, CRE-luciferase, bursicon-stimulated, 4 h;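 active means drop in luminescence signal, shown as inhibition above about 50% in the replicate tests, limit read from the data, passing the limit was not always enough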;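 further: agonist challenge used bursicon conditioned medium at about half maximal strength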
SIRT5 inh = sirtuin-5 (human) deacylase inhibition; inhibition, % at 15 µM; Purified SirT5, succinyl-peptide AMC, trypsin-coupled fluorescence; 330,000 compounds, 1.1% hits; in the data active means inhibition above about 15%
Target sequence (Q9NXA8 whole entry, looked up): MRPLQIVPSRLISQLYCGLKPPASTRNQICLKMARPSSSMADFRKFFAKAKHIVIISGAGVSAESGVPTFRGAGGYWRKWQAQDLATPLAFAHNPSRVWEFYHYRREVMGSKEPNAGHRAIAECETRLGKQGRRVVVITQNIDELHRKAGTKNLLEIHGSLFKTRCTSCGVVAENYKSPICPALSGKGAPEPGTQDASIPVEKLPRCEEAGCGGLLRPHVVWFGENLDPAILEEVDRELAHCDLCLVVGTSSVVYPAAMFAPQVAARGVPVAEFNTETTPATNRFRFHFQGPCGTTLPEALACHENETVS
Active calls of the source: *; x = no result given; & = joins results of further samples; ! = not confirmed by another sample. Some of the compounds tested, so the mix of outcomes need not match the whole.

SMILES | C2C12 statin | Cneo AK release | PGC1a acetyl inh | Xi reactivation | S100A4 MyoIIA | ERAP1 inh | LGR2 inh | SIRT5 inh
O=C(C[C@@H]1CC[C@@H](NS(=O)(=O)c2ccc(F)cc2)[C@@H](CO)O1)NCc1ccc(Cl)c(Cl)c1 | 25 | -1 | -3 | 0.4 | 3 | -1 | -1 | -1
COc1ccccc1-c1cnc2c(c1)C(=O)N([C@@H](C)CO)C[C@H](C)[C@H](CN(C)Cc1cccnc1)O2 | -4 | 5 | -14 | 0.2 | 8 | 1 | -5 | -2
COCc1cc(=O)[nH]c(/N=C(\N)Nc2cccc(Cl)c2)n1 | x | x | 1 | 0.0 | 1 | 2 | 1 | 4
CN(C)CC(=O)N1CCCCN2[C@H](CO)[C@@H](c3ccc(-c4cccnc4)cc3)[C@H]2C1 | x | 0 | 10 | -0.1 | 0 | 0 | -15 | -3
Cc1cc(=O)oc2cc(OCC(=O)NC3CCCC3)ccc12 | 5 | -1 | 1 | x | -4 | 0 | x | 1
CCCNC(=O)C1(C)CCCN(C(=O)c2cccc(C(F)(F)F)c2)C1 (configuration not stated) | -4 | 4 | x | 0.2 | 1 | 2 | -19 | -2
O=C(C[C@H]1CC[C@H](NC(=O)Nc2ccccc2F)[C@@H](CO)O1)NCc1ccccc1 | -7 | -9 | 4 | 0.1 | 4 | 0 | 10 | -2
Cc1cc(NC(=O)c2cc(CC(C)C)on2)n(-c2ccccc2)n1 | 21 | 2 | x | 0.0 | -1 | 7 | -4 | 8
CO[C@@H]1CN(C)C(=O)c2ccc(NC(=O)Nc3cccc(F)c3)cc2OC[C@H](C)N(C(C)=O)C[C@H]1C | 8 | 0 | 20 | 0.1 | -10 | -3 | 1 | 2
O=C(NCC1CCCO1)c1ccccc1NS(=O)(=O)c1cccc([N+](=O)[O-])c1 (configuration not stated) | -6 | 1 | x | 0.0 | -16 | 1 | -1 | -3
COc1ccc(/C=N/NC(=O)CN2CCCC2)cc1 | 0 | 1 | 9 | 0.2 | 1 | x | -7 | -2
CCOC(=O)C1(CCOc2ccccc2)CCN(Cc2cnc(C)s2)CC1 | x | x | 3 | -0.1 | -2 | 1 | 21 | -3
O=C(NCc1ccc(F)cc1)[C@H]1N[C@H]2c3ccc(-c4ccccc4)c(=O)n3C[C@H]2[C@@H]1CO | 14 | -4 | x | 0.3 | 42 | -1 | 16 | -21
CCC1Sc2ccc(S(=O)(=O)CCC(=O)NCc3cccs3)cc2NC1=O (configuration not stated) | -7 | x | -3 | 0.0 | 1 | 1 | -3 | -5
C[C@@H]1CCCCO[C@@H](CN(C)C(=O)CCC(F)(F)F)[C@H](C)CN([C@@H](C)CO)C(=O)c2cc(NS(=O)(=O)c3ccc(F)cc3)ccc2O1 | x | 8 | 0 | 0.2 | 29 | 7 | -2 | 3
Cc1ccc(S(=O)(=O)N(C)C[C@H]2OCc3cn(nn3)CCCC(=O)N([C@@H](C)CO)C[C@@H]2C)cc1 | 19&3&5 | 1&-18 | 18&0&-5 | 0.2&0.2 | 2&-10&10 | 7&-2&0 | 10&-13 | 20*!
O=C(O)Cc1nn(Cc2ccc(Cl)cc2)c(=O)c2ccccc12 | 1 | -1 | 8 | 0.0 | -2 | 1 | 5 | -3
COC(=O)c1cnc(NNS(=O)(=O)c2ccc(C(F)(F)F)cc2)nc1C(F)(F)F | -2 | x | x | -0.1 | 4 | -1 | -1 | 0
CC(C)C[C@@]12C(=O)N(c3cccc(F)c3)C(=O)N1[C@H](c1ccc(Cl)cc1)[C@@H]1C(=O)N(C3CCCCC3)C(=O)[C@@H]12 | 14 | 1 | -4 | -0.1 | -16 | -3 | x | -3
CCCCn1c(SCC(=O)NC2CCCC2)nnc1-c1ccco1 | -3 | x | -2 | 0.1 | -1 | 0 | -13 | -1
Cc1ccccc1C(OCCN(C)C)c1ccccc1 (configuration not stated) | 6&0 | -2&1&3 | -11&-3 | 0.1&0.0 | -3&-9&-11 | -2&-1 | -13&-15 | -4&-1
CC(C)NC(=O)Nc1ccc2c(c1)CC(=O)N([C@@H](C)CO)C[C@@H](C)[C@H](CN(C)C(=O)Nc1ccccc1)O2 | -3 | -2 | 9 | -0.5 | 14 | 0 | -11 | -1
CC(=O)N(CCc1ccccc1)c1ccc2c(c1)C1CC2CCN1C(=O)OCc1ccccc1 (configuration not stated) | -12 | -3 | -40 | 0.0 | -1 | -2 | 11 | -3
O=C(/C=C/Nc1ccc(F)cc1F)c1ccc(Br)cc1 | -10 | 3 | -11 | -0.1 | 4 | 6 | 8 | -3
O=C(N[C@@H]1C=C[C@H](CC(=O)N2CCOCC2)O[C@H]1CO)c1ccc2c(c1)OCO2 | -1 | 2 | -3 | -0.2 | 1 | 0 | -5 | -2
Going on with the list:
SMILES | C2C12 statin | Cneo AK release | PGC1a acetyl inh | Xi reactivation | S100A4 MyoIIA | ERAP1 inh | LGR2 inh | SIRT5 inh
COc1ccc(N=C2NC(=O)/C(=C/c3ccc(O)c(OC)c3)S2)cc1 | x | x | x | 0.0 | 1 | 3 | 24 | -3
CCOC(=O)Cn1nc(-c2ccccc2)c(-c2ccccc2)nc1=O | 22 | 2 | 4 | 0.4 | -5 | 1 | -3 | -7
Cc1noc(C)c1S(=O)(=O)N(C)C[C@H]1Oc2ccc(NC(=O)Nc3cccc4ccccc34)cc2CC(=O)N([C@@H](C)CO)C[C@H]1C | 51 | -2 | 1 | 0.0 | 0 | 1 | 6 | -2
COC(=O)[C@]12C[C@H](CC(=O)NCCc3ccccc3OC)C(=O)N(Cc3ccccc3)C1=C[C@H](C(C)C)O[C@@H]2C1CC1 | x | x | x | 0.0 | -3 | 4 | 22 | x
CNC(=O)C[C@H]1CC[C@@H]2[C@@H](COc3ccc(NC(=O)c4cnccn4)cc3C(=O)N2C)O1 | -4 | -8 | 4 | 0.3 | x | x | 8 | x
CC(NC(=O)Cc1ccc(F)cc1)c1ccc(F)cc1 (configuration not stated) | x | 9 | 4 | -0.1 | 8 | 3 | x | -1
Nc1c(N(CCC2=CCCCC2)C(=O)Cc2ccccc2F)c(=O)[nH]c(=O)n1Cc1ccccc1 | -3 | -1 | 3 | 0.1 | 0 | 3 | -3 | -2
O=C(Nc1cccnc1Cl)c1ccc2c(Cl)c3c(nc2c1)CCC3 | x | x | -3 | -0.2 | 0 | 8 | -13 | -3
CCn1c(=O)c2sccc2n(Cc2cc(C(=O)OC)ccc2OC)c1=O | -2 | 0 | x | 0.0 | -9 | 1 | 1 | 0
COc1ccc(S(=O)(=O)Nc2ccc3c(c2)C(=O)N([C@@H](C)CO)C[C@H](C)[C@@H](CN(C)S(=O)(=O)c2ccc(C)cc2)OCCCC[C@H](C)O3)cc1 | x | 54 | -10 | 0.0 | -3 | -2 | -22 | -2
COc1ccc(/C=N/NC(=O)CNc2n[nH]c(=O)[nH]c2=O)cc1OC | x | 1 | -7 | 0.0 | 3 | 1 | 23 | 1
Nc1ccccc1SCc1c(Cl)cccc1Cl | x | x | x | -0.1 | -4 | 3 | -2 | 2
O=C(CSc1nnc(SCc2ccccc2)s1)N/N=C/c1ccc(Cl)cc1Cl | x | x | x | -0.1 | -1 | 0 | -10 | -3
Cn1c(-c2ccccc2)c(Sc2ccccc2)c2cc(-c3ccc4[nH]ccc4c3)ccc21 | x | x | x | 0.2 | -7 | -5 | -4 | -4
CN(C)C(=O)N1CCC(C(=O)NCC2CCCO2)CC1 (configuration not stated) | -4 | -4 | 8 | x | -1 | 1 | -18 | 0
Oc1oc(-c2ccccc2)nc1/C=N/c1nccs1 | x | x | x | 0.1 | 0 | -2 | 9 | -1
COc1cc2nc(SCC(=O)c3ccc(Br)cc3)n3nc(C)nc3c2cc1OC | x | -7 | 6 | 0.0 | 1 | -1 | 10 | -5
CSCCC(NC(=O)c1ccccc1)C(=O)NCC(C)(C)N1CCOCC1 (configuration not stated) | 11 | -1 | -2 | 0.0 | -1 | -1 | 0 | -1
Cc1nn(-c2ccccc2)c(C)c1C(=O)OCc1ccc(C#N)cc1 | 4 | 1 | -3 | 0.0 | -2 | 0 | 13 | -8
COc1ccc(Cl)cc1C(=O)OCC(=O)NCc1cccs1 | -4 | 1 | -8 | 0.2 | 2 | -3 | -2 | 10
COc1cc(NC(=S)N2CCCC(CO)C2)c(OC)cc1Cl (configuration not stated) | x | x | x | 0.0 | 3 | 0 | x | -1
Cc1cc(NC(=O)CN2C(=O)NC3(CCCCC3)C2=O)ccc1N1CCCC1 | x | x | x | 0.0 | -5 | 2 | -6 | 6
COc1ccc(S(=O)(=O)Nc2ccccc2)cc1 | x | x | -5 | 0.3 | -3 | 0 | -5 | 4
COc1ccccc1NCC(=O)Nc1cc(S(=O)(=O)N2CCOCC2)ccc1N1CCOCC1 | x | x | -1 | 0.0 | 5 | 3 | 4 | 1
Fc1ccc(OCCCCCN2CCCC2)cc1 | 2 | -2 | 3 | x | -4 | -1 | -13 | -2
C[C@@H]1CN([C@H](C)CO)C(=O)Cc2cc(NC(=O)Nc3ccccc3)ccc2O[C@@H]1CN(C)S(=O)(=O)c1ccc(F)cc1 | -53 | 0 | 5 | -0.2 | 5 | -5 | 4 | x
COc1ccc(S(=O)(=O)c2nnn(-c3cccc(OC)c3)c2N)cc1 | x | x | -14 | 0.1 | 0 | -6 | 5 | -2
CCCOC(=O)c1ccc(NC(=O)COC(=O)C2CCN(c3ccc(C(F)(F)F)cn3)CC2)cc1 | -8 | 0 | 1 | -0.1 | -4 | -1 | -19 | 0
COc1ccc(CN2C(=O)C(CC(=O)NCc3ccco3)CC(C(=O)N(C(C)C)C(C)C)=C2C)cc1 (configuration not stated) | -8 | -1 | -1 | 0.0 | -2 | -11 | 8 | 0
NC(=O)Cn1ccc(O)c(Cc2ccc(Cl)cc2Cl)c1=O | -1 | -1 | 4 | 0.0 | -4 | -1 | -1 | -2

Copied from the results shown (eight entries):
SMILES | C2C12 statin | Cneo AK release | PGC1a acetyl inh | Xi reactivation | S100A4 MyoIIA | ERAP1 inh | LGR2 inh | SIRT5 inh
O=C(C[C@@H]1CC[C@@H](NS(=O)(=O)c2ccc(F)cc2)[C@@H](CO)O1)NCc1ccc(Cl)c(Cl)c1 | 25 | -1 | -3 | 0.4 | 3 | -1 | -1 | -1
COc1ccccc1-c1cnc2c(c1)C(=O)N([C@@H](C)CO)C[C@H](C)[C@H](CN(C)Cc1cccnc1)O2 | -4 | 5 | -14 | 0.2 | 8 | 1 | -5 | -2
COCc1cc(=O)[nH]c(/N=C(\N)Nc2cccc(Cl)c2)n1 | x | x | 1 | 0.0 | 1 | 2 | 1 | 4
CN(C)CC(=O)N1CCCCN2[C@H](CO)[C@@H](c3ccc(-c4cccnc4)cc3)[C@H]2C1 | x | 0 | 10 | -0.1 | 0 | 0 | -15 | -3
Cc1cc(=O)oc2cc(OCC(=O)NC3CCCC3)ccc12 | 5 | -1 | 1 | x | -4 | 0 | x | 1
CCCNC(=O)C1(C)CCCN(C(=O)c2cccc(C(F)(F)F)c2)C1 (configuration not stated) | -4 | 4 | x | 0.2 | 1 | 2 | -19 | -2
O=C(C[C@H]1CC[C@H](NC(=O)Nc2ccccc2F)[C@@H](CO)O1)NCc1ccccc1 | -7 | -9 | 4 | 0.1 | 4 | 0 | 10 | -2
Cc1cc(NC(=O)c2cc(CC(C)C)on2)n(-c2ccccc2)n1 | 21 | 2 | x | 0.0 | -1 | 7 | -4 | 8
